ELG1 DNA repair – inhibitors of ELG1-dependent DNA repair in HEK293T cells | hit rate 2.3% among 330,000 | Potency, µM (titrated, usually from 46.1 µM), inactives show at the highest dose activity change, negative = inhibition, most hits filed as inhibitors | HEK293T ELG1-luciferase reporter, luminescence, 16 h; DNA damage induced by 5-fluorouridine | AID 504467; note: potency is the fitted concentration of half-maximal effect; % is set by controls: 0 for no effect and ±100 for the full control effect; nearly all actives have a fitted effect of over 55% in size
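5-Fluorouridine DNA damage + compound/DMSO, 2,000 cells/well, 16 h, 37 °C/5% CO2. ONE-Glo, 30 min RT, luminescence. Readout = decrease in reporter signal.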
FLuc counter – inhibits or activates purified firefly luciferase, miR-21 counter-screen; purified FLuc, Km substrates, luminescence inhibition; Potency, µM (doses to about 57.5 µM), inactives show at the top dose activity change, negative = inhibition, most hits filed as inhibitors; hit rate 6.9% among 360,000;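 note: potency is the fitted concentration of half-maximal effect; plate controls were vehicle for no effect and reference inhibitor for full effect; nearly all actives have a fitted effect of over 55% in size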
Target sequence (P08659 whole entry, looked up): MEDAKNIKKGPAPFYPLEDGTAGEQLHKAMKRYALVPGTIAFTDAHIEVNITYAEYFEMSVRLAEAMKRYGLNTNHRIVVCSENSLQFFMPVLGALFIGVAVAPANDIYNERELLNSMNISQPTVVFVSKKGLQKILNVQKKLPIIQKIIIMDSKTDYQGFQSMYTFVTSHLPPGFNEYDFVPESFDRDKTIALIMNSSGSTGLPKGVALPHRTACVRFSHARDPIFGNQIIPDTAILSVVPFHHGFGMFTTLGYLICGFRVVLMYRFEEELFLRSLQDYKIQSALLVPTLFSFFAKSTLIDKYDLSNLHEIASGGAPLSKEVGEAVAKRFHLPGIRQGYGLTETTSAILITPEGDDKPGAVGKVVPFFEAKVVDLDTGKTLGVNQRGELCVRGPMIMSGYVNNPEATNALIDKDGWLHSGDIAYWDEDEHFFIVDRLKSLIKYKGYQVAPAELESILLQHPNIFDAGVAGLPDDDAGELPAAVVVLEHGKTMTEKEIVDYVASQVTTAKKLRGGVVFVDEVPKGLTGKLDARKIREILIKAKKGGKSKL
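Purified P. pyralis luciferase, 10 nM final, with Km-level 10 uM D-luciferin and 10 uM ATP in 50 mM Tris acetate pH 7.5, 10 mM Mg acetate, 0.01% Tween-20, 0.05% BSA; 6-point qHTS titration about 60 µM downward; luminescence read.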
Rab9 promoter act – Rab9 promoter activation | hit rate 2.8% among 320,000 | Potency, µM (top dose mostly 9.22 µM), without a hit: at the highest dose activation, negative = inhibition, actives largely listed as activators | Huh7 Rab9 promoter-luciferase reporter, luminescence, 24 h; note: potency is the fitted concentration of half-maximal effect; % of control where 0% means no effect; nearly all actives have a fitted effect of over 60% in size
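Quantitative HTS format; Huh7 Rab9-luciferase reporter cells (1500/well) receive compound 2 h post-plating, incubate 24 h at 37 °C, then get luciferase reagent for 10 min before luminescence reading.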
PKM2 act – increases activity of human pyruvate kinase M2; P14618; purified PKM2, Kinase-Glo ATP luminescence, activation; response scale: 0% is enzyme alone, no compound; Potency, µM (titrated, usually from 57.5 µM), for inactives: top-dose activation, most hits filed as activators; hit rate 0.34% among 260,000; AID 1631; note: potency is the fitted concentration of half-maximal effect; % is set by controls: 0 for no effect and ±100 for the full control effect; nearly all actives have a fitted effect of over 55% in size
Target sequence (P14618 whole entry, looked up): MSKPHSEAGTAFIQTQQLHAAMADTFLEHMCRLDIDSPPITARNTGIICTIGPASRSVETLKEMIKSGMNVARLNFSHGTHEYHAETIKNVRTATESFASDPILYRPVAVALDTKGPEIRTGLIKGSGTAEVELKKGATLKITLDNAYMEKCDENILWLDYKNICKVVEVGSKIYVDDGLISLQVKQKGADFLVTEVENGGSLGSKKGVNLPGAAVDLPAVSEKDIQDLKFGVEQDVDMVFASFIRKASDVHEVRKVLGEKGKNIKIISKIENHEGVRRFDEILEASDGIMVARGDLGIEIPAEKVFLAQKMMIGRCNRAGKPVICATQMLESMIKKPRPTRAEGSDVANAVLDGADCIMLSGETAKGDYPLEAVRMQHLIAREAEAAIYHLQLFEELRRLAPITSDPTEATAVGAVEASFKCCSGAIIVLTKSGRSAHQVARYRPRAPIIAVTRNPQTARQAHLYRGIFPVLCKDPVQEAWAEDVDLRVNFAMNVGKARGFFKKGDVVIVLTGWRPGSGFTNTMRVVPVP
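ATP formation by purified human PK-M2, quantified via coupled luciferase luminescence after 1 h at room temperature with 0.1 mM ADP and 0.5 mM PEP final.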
Menin MLL FP TR – inhibitors of human menin-MLL interaction, mutant MLL peptide | O00255 | Menin + Texas Red MLL mutant peptide, fluorescence polarization | Potency, µM (series often up to 61.6 µM), for inactives: at the highest dose FP activity change, negative = inhibition, usual class: inhibitors | hit rate 0.23% among 270,000 | AID 1768; active = well fitted inhibition curve with a large enough effect in the polarisation, with a control signal flat, not every such curve was filed as active; inconclusive = small, poorly fitted or top-dose-only effect, or effect the other way, or a change in a side signal; inactive = no such curve, though single readings can be large or run the other way; the % refers to the polarisation; note: potency is the fitted concentration of half-maximal effect; % of control where 0% means no effect; many of its hits are not listed in these tables
VP16 counter – counter-screen for ROR gamma inhibitors: Gal4-VP16 reporter | Potency, µM (series often up to 53.6 µM), for the others: at the highest dose activity, negative = inhibition, actives largely listed as inhibitors | Drosophila S2 Gal4-VP16 UAS-luciferase, luminescence, 20 h | AID 2546 | hit rate 3.5% among 310,000;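 note: Gal4-VP16 expression switched on by copper sulfate through the metallothionein promoter; potency is the fitted concentration of half-maximal effect; % is set by controls: 0 for no effect and ±100 for the full control effect; nearly all actives have a fitted effect of over 50% in size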
NPC1 prom act – NPC1 promoter activation; AID 485313; Potency, µM (highest dose often 9.22 µM), inactives show top-dose activation, usual class: activators; Huh7 NPC1 promoter luciferase reporter, 24 h; hit rate 2.4% among 320,000;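 note: potency is the fitted concentration of half-maximal effect; % of control where 0% means no effect; nearly all actives have a fitted effect of over 60% in size; reporter is driven by a mutant NPC1 promoter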
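Luminescence read-out of NPC1 promoter-driven luciferase in stably transfected Huh7 cells; compounds delivered in DMSO and left 24 h at 37C, 5% CO2, qHTS titration format.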
RORg inh – ROR gamma (mouse) transcription inhibition. P51450. Drosophila S2 Gal4-RORgamma UAS-luciferase reporter, 20 h. Potency, µM (doses to about 53.6 µM), for the others: at the top dose activity change, negative = inhibition, actives largely listed as inhibitors. hit rate 5.4% among 310,000; note: potency is the fitted concentration of half-maximal effect; % is set by controls: 0 for no effect and ±100 for the full control effect; nearly all actives have a fitted effect of over 60% in size
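Luminescence from a UAS-regulated Photinus luciferase reporter in stably transfected Drosophila Schneider cells is measured; decreased signal marks ROR gamma inhibition. Fusion expression is induced by 700 uM copper sulfate for 20 hr.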
KCNH2 3.1 block – inhibitors of human KCNH2 3.1 potassium channel isoform. hit rate 0.95% among 340,000. activity change, % (tested at about 1.8 µM). U2OS KCNH2 3.1, thallium flux FluxOr; hits give low values;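 active = maximum activity change below -70%; inconclusive = maximum activity change from -70% to -50%; inactive = maximum activity change above -50%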;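 note: thallium influx rate constant from kinetic fluorescence after stimulation buffer; % is set by controls: 0 for no effect and ±100 for the full control effect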
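Thallium flux read-out: FluxOr dye with Red40 quencher in HBSS/HEPES, 45 min at RT. Rate constants from kinetic reads were normalized to positive and negative DMSO controls. Cells: U2OS virally expressing the 3.1 isoform.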
MBNL1-CUG inh – blocks human MBNL1 binding to CUG repeat RNA; Q9NR56; TR-FRET MBNL1-His/biotin-(CUG)12 binding, 665/545 ratio; Potency, µM (titrated, usually from 57.5 µM), for inactives: at the top dose activity change, negative = inhibition, usual class: inhibitors; hit rate 0.036% among 280,000; active = well fitted inhibition curve with a large enough effect in the signal ratio, with a control signal flat, not every such curve was filed as active; inconclusive = small, poorly fitted or top-dose-only effect, or effect the other way, or a change in a side signal; inactive = no such curve, though single readings can be large or run the other way; the % refers to the signal ratio; note: potency is the fitted concentration of half-maximal effect; % is set by controls: 0 for no effect and ±100 for the full control effect
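Inhibition of protein-RNA binding appears as loss of TR-FRET between terbium anti-His antibody on MBNL1-His and streptavidin-XL665 on biotin-(CUG)12. Activity is normalized to buffer-only and uninhibited-complex controls.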
Mito fusion act – inhibitors of mitochondrial division or activators of mitochondrial fusion; S. cerevisiae fusion-defective mutant growth rescue, CellTiterGlo 48 h; hit rate 0.23% among 320,000; Potency, µM (highest dose often 46.1 µM), inactives show top-dose growth rescue (activation), hits mostly activators;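 note: potency is the fitted concentration of half-maximal effect; % of control where 0% means no effect; nearly all actives have a fitted effect of over 45% in size; temperature-sensitive fusion mutants such as fzo1-1 at 37 °C on non-fermentable ethanol glycerol medium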
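Yeast fusion mutant, YPEG (non-fermentable carbon), compound, 48 h at 37C non-permissive; CellTiterGlo added, 10 min RT, luminescence read. Rescued growth = division inhibition.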
* = called active by the depositor; ? = inconclusive; nt = not tested or not shown; [ ] = remark or other dose. Unless noted, calls come from the whole dose curve; as a rule, active = well fitted curve in the direction sought with a large enough effect; inconclusive = small, poorly fitted or top-dose-only effect, or another doubt; inactive = no such curve, though single readings can be large; an effect the other way counts as inactive or inconclusive. An excerpt. The share of hits here may be higher or lower than overall.

SMILES | ELG1 DNA repair | FLuc counter | Rab9 promoter act | PKM2 act | Menin MLL FP TR | VP16 counter | NPC1 prom act | RORg inh | KCNH2 3.1 block | MBNL1-CUG inh | Mito fusion act
O=C(NCc1nnc2c(C(F)(F)F)cc(Cl)cn12)c1cccs1 | 12% | 0% | -3% | 2.8µM* | 11% | -3% | 3% | 1% | 16 | 12% | -25%
CC(C(=O)Nc1ccccn1)c1ccccc1 (stereo unspecified) | 11% | -2% | 4% | 1%[11.5 µM] | 8% | -3% | 1% | -10% | -1 | -2% | 3%
COc1ccccc1N1CCN(Cc2cc3c(cc2O)OCO3)CC1 | 3% | 0% | 1% | nt | nt | 9% | -3% | -13% | -5 | -8% | 4%
CC(=O)N/N=C/C1=CCC2CC1C2(C)C (stereo unspecified) | 6% | 2% | 0% | -1% | 1% | -3% | -5% | -27% | 9 | -1% | -2%
O=C(Nc1ccc(F)cc1)C1CC(=O)N(Cc2ccco2)C1 (stereo unspecified) | 3% | 5% | 1% | 7% | nt | -3% | -2% | 15% | 16 | -3% | -1%
COc1ccc(-c2cc(C(=O)OCC(=O)N(C)C3CCS(=O)(=O)C3)c3ccccc3n2)cc1OC (stereo unspecified) | 9% | ? | 10% | 0% | ? | -13% | 12% | 32% | -21 | ? | -2%
Cc1nc2sc(-c3ccccc3)cc2c(=O)[nH]1 | ? | 1.3µM* | 0.5µM* | -15% | -8% | ? | 0.63µM* | ? | 18 | 44%[activator] | 12%
CCOC(=O)NCc1ccc(S(=O)(=O)Nc2ccc(C)cc2)cc1 | ? | -2% | -8% | 6% | -2% | -13% | -1% | ? | 4 | -22% | 7%
CCn1nc(C)c(CNCc2cn[nH]c2-c2cc3ccccc3o2)c1C | -9% | 0% | 1% | -1% | nt | 7% | -1% | 19% | -2 | 2% | 3%
CCOc1ccc(-n2ccnc2SCC(=O)N2CCCc3ccccc32)cc1 | ? | -1% | -5% | 15% | ? | ? | -7% | 7.1µM* | -5 | -9% | 6%
CC(=O)OC(C)=O | 16% | 10% | -10% | nt | nt | 4% | 0% | 23% | 3 | nt | -5%
COc1cc(/C=C2/N=C(C3CCCCC3)OC2=O)cc(OC)c1OC | 8% | ? | -7% | -2% | nt | -1% | -2% | 10% | 1 | -1% | 1%
CSc1cnn(-c2ccccc2)c(=O)c1SC | 12% | -2% | 4% | 5% | -11% | -23% | -18% | -107% | 9 | ? | 2%
N#C/C(=C/c1ccc(F)cc1)C(N)=S | 2% | -11% | -4% | -12% | 0% | -8% | 2% | ? | 36 | 25% | -1%
COc1ccc(S(=O)(=O)NCc2cc(-c3ccccc3Cl)no2)cc1 | ? | -17% | -1% | 4% | -6% | -1% | -1% | 12% | 6 | 2% | 2%
O=C(NC(=S)NCc1ccccc1)c1ccccc1F | ? | -3% | 22% | -1% | 24% | ? | 2% | 10µM* | -7 | 8% | -5%
Cc1ccc(OCC(=O)n2nc(C)cc2C)c(Br)c1 | -6% | -7% | 0% | 12% | -8% | -10% | 0% | -28% | -8 | -6% | -4%
CCc1nnc(NC(=O)Cc2ccc(OC)c(OC)c2)s1 | 0% | -2% | -10% | 0% | 6% | -8% | -5% | 10% | -12 | -4% | 3%
O=C(Nc1cccnc1)/C(N=Nc1c(Cl)cccc1Cl)=C(\O)c1ccccc1 | ? | 0% | -4% | 4% | -7% | -21% | -2% | 31% | -13 | -10% | 0%
CC(C)NC(=O)C(=O)NCCCOC(C)C | 4% | 3% | -2% | 1% | 2% | -8% | -1% | 1% | -32 | 3% | -1%
CCn1nc(C)c(/C=N/NC(=O)c2c[nH]c3ccccc23)c1C | ? | ? | 3.5µM* | -7% | 3% | -17% | ? | -28% | 4 | -1% | 0%
CC(=O)NCCn1c(SCC(=O)c2ccccc2)nc2ccccc2c1=O | -22% | 3% | 3% | 3% | 5% | -4% | -1% | 19% | -5 | 7% | 2%
O=[N+]([O-])c1ccc(N/N=C/c2cccc(O)c2O)cc1 | 4% | 17µM* | 1% | 0% | ? | -20% | -3% | 8% | -4 | ? | 5%
CSc1ccccc1NC(=O)CN(C)CC(=O)Nc1ccccc1N1CCOCC1 | -18% | -4% | -12% | 0% | -19% | -6%[10 µM] | 0% | -26% | 1 | 4% | -7%
COc1ccccc1N(Cc1ccccc1)S(=O)(=O)c1cccc(C(=O)Nc2ncccc2C)c1 | -24% | -1% | -3% | nt | nt | nt | -2% | nt | 3 | nt | 11%

Brought forward from above: three compounds, then new ones.
SMILES | ELG1 DNA repair | FLuc counter | Rab9 promoter act | PKM2 act | Menin MLL FP TR | VP16 counter | NPC1 prom act | RORg inh | KCNH2 3.1 block | MBNL1-CUG inh | Mito fusion act
O=[N+]([O-])c1ccc(N/N=C/c2cccc(O)c2O)cc1 | 4% | 17µM* | 1% | 0% | ? | -20% | -3% | 8% | -4 | ? | 5%
CSc1ccccc1NC(=O)CN(C)CC(=O)Nc1ccccc1N1CCOCC1 | -18% | -4% | -12% | 0% | -19% | -6%[10 µM] | 0% | -26% | 1 | 4% | -7%
COc1ccccc1N(Cc1ccccc1)S(=O)(=O)c1cccc(C(=O)Nc2ncccc2C)c1 | -24% | -1% | -3% | nt | nt | nt | -2% | nt | 3 | nt | 11%
COC(=O)c1ccccc1NC(=O)COc1ccccc1[N+](=O)[O-] | ? | -17% | 8% | -10% | 12% | 0% | 4% | 9% | -2 | 7% | -5%[9.22 µM]
COc1ccc(S(=O)(=O)N2CCOC2CNC(=O)C(=O)NCCc2ccccc2)cc1 (stereo unspecified) | 21µM* | -5% | -7% | 0% | -2% | -4% | -1% | 20% | 10 | 1% | -1%
Cc1cc(C(=O)NC(=S)Nc2ccccc2N2CCCC2)ccc1[N+](=O)[O-] | -5% | 2% | 2% | -6% | -1% | 3.2µM* | 6% | 2.5µM* | 17 | ? | 0%
CN(Cc1cccs1)C(=O)CCCc1c[nH]c2ccccc12 | ? | 27µM* | 3.2µM* | -7% | -9% | 0% | 23% | ? | -1 | -2% | 18%
O=C1CC(c2cccc(Cl)c2)C(n2cncn2)C(=O)C1C1NCCc2ccccc21 (stereo unspecified) | ? | 8% | -2% | 2% | -10% | 14% | -3% | 24% | 4 | -4% | 2%
CS(=O)(=O)c1nc(S(=O)(=O)c2ccc(Cl)cc2)c(NCCCn2ccnc2)s1 | ? | 2% | 1% | nt | nt | -6% | 4% | 4% | ? | -3% | -2%
O=C(CN1CCN(S(=O)(=O)c2ccc(Cl)s2)CC1)N1CCCCC1 | -1% | nt | 1% | nt | nt | nt | 0% | nt | -4 | nt | 11%
Cc1c(OCC(=O)NCc2cccnc2)ccc2c3c(c(=O)oc12)CCCC3 | 3% | -3% | -1% | nt | nt | -20% | -2% | -9% | 9 | -3% | -1%
Cc1cc(NC(=O)Cn2c(=O)oc3ccc(Cl)cc32)no1 | 16% | -1% | 1% | nt | ? | -6% | -5% | ? | -2 | -13% | -1%
S=C(Nc1ccc2nc(-c3ccccn3)c(-c3ccccn3)nc2c1)N1CCCCCC1 | ? | ? | 0% | ? | -5% | 8% | 0% | ? | 33 | ? | 0%
CN(C)c1nc(N(C)C)nc(N(C#N)CN2C(=O)c3ccccc3C2=O)n1 | 25% | 5% | -3% | 9% | 0% | 3% | 1% | -15% | nt | -8% | -4%
O=C(CSc1nnnn1-c1cccc(Cl)c1)Nc1ccc2c(c1)CCC2 | 3% | 3% | -2% | 8% | ? | 8.9µM* | -3% | ? | nt | -22% | -9%
Cn1c(=O)c2c(nc(SCc3cccnc3)n2Cc2ccccc2)n(C)c1=O | -18% | -1% | -9% | 10% | 18% | 6% | 2% | 25% | 2 | -11% | 3%
COc1cc(Cl)c(C)cc1NC(=O)c1ccc2c(SCC(=O)O)c3c(nc2c1)CCCC3 | 15% | ? | -2% | -2% | 26% | -3% | -7% | 7% | -4 | -1% | 3%

Source: PubChem
